Bioassay records as filed in PubChem.
pCIP destab: lowers stability of the mouse p/CIP coactivator protein; Q05BA5; F442A p/CIP-EGFP cells, EGFP fluorescence, 16 h; decrease of EGFP signal, % at 10 µM; 290,000 tested, 0.01% active;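 active means EGFP signal decrease of at least 30% at 10 µM or well 3 SD below plate mean, unless failing retest; inactive means the rest, including hits failing retest or dose response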; further: some compounds called inactive have numbers as strong as hits; many of its hits are not listed in these tables
NALP1 yeast inh: blocks the NALP1 inflammasome reconstituted in yeast | AID 2071 | inhibition, % at 10 µM | 280,000 tested, 0.61% active | S. cerevisiae NALP1/ASC/caspase-1 growth, X-gal OD620, 72 h; in the data active means inhibition mostly above about 24%, no sharp cut-off; inactive means mostly below about 32%; further: some compounds called inactive have numbers as strong as hits
IDE act: IDE (human) activation, cell-based | activation, % at 5.96 µM | HEK cells, FAbeta-B cleavage, fluorescence polarization; 0% vehicle, 100% cell-free pure enzyme wells | 340,000 tested, 0.073% active;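 active means activation above the mean of all tested compounds plus 3 SD, set per screening campaign, cut at about 17% in these data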
MEKK2mut PB1 HTS: signal of MEK5 binding to mutant human MEKK2 PB1 domain; percent response, % at 10 µM; AID 1530; 290,000 tested, 0.35% active; bead flow cytometry, Alexa488-MEK5 binding to MEKK2 mutant; in the data active means percent response above about 24%, passing the limit was not always enough; further: inactives centre near 1; some results filed as inactive read as strong as hits; reference of the scale not given here
MEKK2wt PB1 HTS: raises or lowers MEK5 binding to wildtype human MEKK2 PB1 domain; Q9Y2U5; bead flow cytometry, Alexa488-MEK5 binding to MEKK2 WT; actives lie on both sides; binding response (% of control), % at 10 µM; 290,000 tested, 1.1% active; AID 1531; in the data active means binding response below about 67% or above about 130%
SUMO HTRF inh: blocks human SUMOylation mediated by UBC9 | P63279 | HTRF SUMOylation assay, SAE1/SAE2 + UBC9, in vitro | inhibition, % at 35 µM | 290,000 tested, 0.36% active | AID 2006; in the data active means inhibition above about 50%, passing the limit was not always enough; further: strong numbers were not always called active
Target sequence (P63279 whole entry, looked up): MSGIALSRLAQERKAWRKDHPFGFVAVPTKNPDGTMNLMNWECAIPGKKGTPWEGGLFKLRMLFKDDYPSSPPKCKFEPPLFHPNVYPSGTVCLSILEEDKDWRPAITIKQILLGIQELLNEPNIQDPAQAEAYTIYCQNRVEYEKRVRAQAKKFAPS
IDE inh: inhibits human insulin-degrading enzyme in HEK cells; P14735; FAbetaB cleavage, fluorescence polarization; inhibition, % at 5.59 µM; 320,000 tested, 0.41% active;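 active means percent inhibition above the average of all tested compounds plus 3 SD, set per screening campaign, cut at about 16% in these data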;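 further: IDE supplied by intact live HEK cells; FP after avidin binding of uncleaved biotin substrate so inhibition keeps polarization high; 0% = DMSO wells and 100% = 60 µM reference IDE inhibitor Ii1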
M18AAP inhibitor: PfM18AAP enzyme inhibition | recombinant PfM18AAP, H-Glu-NHMec fluorogenic cleavage | inhibition, % at 7.35 µM | 290,000 tested, 1.2% active;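 active means inhibition above the campaign mean inhibition over all tested compounds plus 3 SD, cut at about 28% in these data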;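 further: 0% = plate median of test compound wells and 100% = 2 mM ZnCl2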
MEKK3 PB1 HTS: modulators (inhibitors or enhancers) of MEK5 binding to human MEKK3 PB1 domain; Q99759; bead-based flow cytometry, Alexa488-MEK5 binding to MEKK3; actives lie on both sides; 0 = blocked by unlabeled MEK5, 100 = vehicle; binding response (% of control), % at 10 µM; 290,000 tested, 1.4% active; AID 1529;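 active means binding response more than 3 SD above or below the average of its plate-row segment, actives on both sides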;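 further: Alexa488 bead fluorescence after subtracting the streptavidin-only scavenger bead signal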
Target sequence (Q99759 whole entry, looked up, the tested form may be a part): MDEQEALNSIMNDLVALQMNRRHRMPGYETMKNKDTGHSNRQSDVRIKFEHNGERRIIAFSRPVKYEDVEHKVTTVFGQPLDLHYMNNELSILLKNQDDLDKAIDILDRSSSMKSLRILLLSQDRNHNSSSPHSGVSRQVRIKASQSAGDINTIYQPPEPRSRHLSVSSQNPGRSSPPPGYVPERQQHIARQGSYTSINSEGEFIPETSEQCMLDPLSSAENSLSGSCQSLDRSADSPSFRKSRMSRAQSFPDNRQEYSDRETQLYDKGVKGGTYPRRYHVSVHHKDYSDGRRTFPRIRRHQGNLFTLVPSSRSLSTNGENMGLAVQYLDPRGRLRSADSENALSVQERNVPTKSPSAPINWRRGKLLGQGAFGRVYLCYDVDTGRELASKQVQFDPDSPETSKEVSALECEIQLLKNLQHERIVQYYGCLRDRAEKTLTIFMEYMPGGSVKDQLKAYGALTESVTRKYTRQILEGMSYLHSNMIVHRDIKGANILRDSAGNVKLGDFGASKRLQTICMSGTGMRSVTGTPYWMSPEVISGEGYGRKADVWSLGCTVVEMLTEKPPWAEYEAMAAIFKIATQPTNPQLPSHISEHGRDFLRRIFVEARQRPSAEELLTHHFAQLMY
* marks the source's active call; other numbers are inactive results; / = no result given. Not all compounds are listed. The share of hits here may be higher or lower than overall.

1. C[N+](C)(C)CCOc1ccc([N+](=O)[O-])cc1
2. COc1ccc(-c2cc(OC)c3c(C)oc(C)c3c(=O)c2)cc1OC
3. Cc1n[nH]c(C)c1CCC(=O)N/N=C/c1cccs1
4. c1ccc(CNc2ccc(CNc3ncn[nH]3)cc2)cc1
5. COC(=O)c1c(-c2ccc(C)cc2)csc1NC(=O)Cc1ccc(OC)c(OC)c1
6. CN(C)C=NC(=O)c1cc(C(=O)c2ccc(Cl)cc2)c[nH]1
7. CC(C)(C)C(=O)CSc1nc2c(c(-c3cccs3)c1C#N)CCC2
8. COC(=O)c1sc(-c2ccc(Cl)cc2)cc1NC(=O)CSCC(=O)O

compound no.	1	2	3	4	5	6	7	8
pCIP destab	-4	-9	-12	-2	-18	-5	-8	-5
NALP1 yeast inh	-4	14	-8	2	2	8	22	/
IDE act	4	-7	/	0	2	1	-1	4
MEKK2mut PB1 HTS	-3	1	0	3	/	4	-3	2
MEKK2wt PB1 HTS	95	96	102	94	/	106	82	100
SUMO HTRF inh	9	15	16	-1	16	17	4	20
IDE inh	0	4	3	3	/	2	-2	-6
M18AAP inhibitor	-10	22	6	24	-7	-2	-2	-9
MEKK3 PB1 HTS	101	101	105	108	/	105	84	102

The closing 4 entries of the section above lead into the next.
5. COC(=O)c1c(-c2ccc(C)cc2)csc1NC(=O)Cc1ccc(OC)c(OC)c1
6. CN(C)C=NC(=O)c1cc(C(=O)c2ccc(Cl)cc2)c[nH]1
7. CC(C)(C)C(=O)CSc1nc2c(c(-c3cccs3)c1C#N)CCC2
8. COC(=O)c1sc(-c2ccc(Cl)cc2)cc1NC(=O)CSCC(=O)O
9. CCCCC(=O)Nc1nnc(C)s1
10. Cc1ccc(C)c(OCC(=O)NCCN(C)C)c1
11. COc1ccccc1C(c1nnnn1CC1CCCO1)N1CCN(c2ccccc2)CC1 (stereo unspecified)
12. Cc1ccc(NC(=S)NN2CCOCC2)c(C)c1
13. COc1cc(C)ccc1OCc1cc(C(=O)NCCN2CCOCC2)no1
14. FC(F)(F)c1cccc(N2CCN(c3ccc4nnc(-c5ccccc5)n4n3)CC2)c1
15. CCN1CCN(C(=S)Nc2cccc([N+](=O)[O-])c2)CC1
16. O=C(NN1C(=O)c2ccccc2NC1c1cccnc1)c1ccc([N+](=O)[O-])cc1 (stereo unspecified)

compound no.	5	6	7	8	9	10	11	12	13	14	15	16
pCIP destab	-18	-5	-8	-5	3	-4	-8	-1	1	-6	3	-10
NALP1 yeast inh	2	8	22	/	13	-2	14	1	16	19	31	-9
IDE act	2	1	-1	4	4	5	7	4	4	-3	2	0
MEKK2mut PB1 HTS	/	4	-3	2	9	-6	0	3	0	5	8	-2
MEKK2wt PB1 HTS	/	106	82	100	106	92	94	97	102	108	86	100
SUMO HTRF inh	16	17	4	20	-2	20	18	-6	3	-13	-4	8
IDE inh	/	2	-2	-6	1	-1	4	6	-5	-2	3	0
M18AAP inhibitor	-7	-2	-2	-9	-7	-7	2	3	-1	1	6	3
MEKK3 PB1 HTS	/	105	84	102	99	92	99	98	101	99	98	101

17. CCOc1ccccc1OCCOc1ccccc1OC(C)C
18. COc1ccc(Sc2nnc(Cc3ccccc3)c3ccccc23)cc1
19. CC1=C(C(=O)OC2CCCCC2)C(c2ccccc2)NC(=O)N1 (stereo unspecified)
20. CCOc1ccc(N2CC(C(=O)Nc3ccc(S(=O)(=O)NCC4CCCO4)cc3)CC2=O)cc1 (stereo unspecified)
21. Cc1cc(C)c2cccc(NC(=S)NC(=O)c3ccccc3)c2n1
22. CCn1nc(NC(=O)c2ccco2)c2cc3cc(C)ccc3nc21
23. Cc1cc(C)n2nc3nc(N4CCCC4)nc(-c4ccccc4)c3c2n1
24. Cc1cccc(N2C(=O)C(Cl)=C(Nc3c(C)n(C)n(-c4ccccc4)c3=O)C2=O)c1C

compound no.	17	18	19	20	21	22	23	24
pCIP destab	-4	4	-11	-1	-1	-4	-5	-1
NALP1 yeast inh	0	-6	6	8	18	4	-11	4
IDE act	6	7	-15	-2	8	4	2	-2
MEKK2mut PB1 HTS	7	4	3	2	6	-2	1	-7
MEKK2wt PB1 HTS	106	102	98	106	101	96	96	79
SUMO HTRF inh	0	-1	20	3	-17	18	30	20
IDE inh	1	-2	15	-4	2	-1	7	-2
M18AAP inhibitor	-9	0	3	-7	13	-1	5	7
MEKK3 PB1 HTS	103	105	102	103	105	97	101	78

25. O=C(CN1C(=O)CCC1=O)Nc1nc2c(F)cc(F)cc2s1
26. CCc1ccccc1Nc1nc(N)nc(COC(=O)c2cccn2C)n1
27. COc1cc(C(=O)OC(C)C(=O)Nc2ccc3c(c2)OCO3)ccc1OCc1c(C)noc1C (stereo unspecified)
28. COc1cc(NC(=O)c2c(F)cccc2F)c(Cl)cc1Cl
29. Cc1ccc(C(=O)/C=C/c2cn(CC(O)CN3CCOCC3)c3ccccc23)cc1 (stereo unspecified)
30. CCCC(C)NC(=O)COc1ccc(S(=O)(=O)N2CCCC2)cc1 (stereo unspecified)
31. O=C(C1CCN(C2CCN(Cc3ccc4c(c3)CCO4)CC2)CC1)N1CCOCC1
32. CCOc1ccc(N/C(C)=C/C(=O)c2ccc3c(c2)OCCO3)cc1

compound no.	25	26	27	28	29	30	31	32
pCIP destab	/	-12	-3	-4	-6	4	-20	7
NALP1 yeast inh	/	12	2	4	46	17	0	20
IDE act	0	-6	0	/	1	0	-3	3
MEKK2mut PB1 HTS	3	-1	3	-2	-6	-2	-3	-5
MEKK2wt PB1 HTS	95	100	98	98	95	97	99	94
SUMO HTRF inh	/	14	-5	7	-12	4	10	0
IDE inh	2	1	-3	-3	12	-3	-1	5
M18AAP inhibitor	5	1	2	1	4	0	-5	-13
MEKK3 PB1 HTS	97	106	101	99	83	102	94	96

33. O=C(Nc1nnc(S(=O)(=O)N2CCCCC2)s1)c1ccccc1Br
34. Cc1ccc(-c2csc3ncn(CC#N)c(=O)c23)cc1
35. Cc1cccnc1N(C(=O)Nc1ccccc1)C1=NCC(C)(C)S1
36. O=C(N/N=C/c1c(Cl)[nH]c2ccccc12)c1sc2ccccc2c1Cl
37. COc1cc(NC(=O)c2ccc(CNc3c(N4CCOCC4)c(=O)c3=O)cc2)cc(OC)c1
38. Cn1nc(C(=O)OCC(=O)NCCc2ccccc2)c2ccccc2c1=O
39. COc1cccc(CN(C)C(=O)c2ccc(S(=O)(=O)N3CCCC3)cc2)c1OC
40. COc1ccc2sc(NC(=O)c3ccco3)nc2c1

compound no.	33	34	35	36	37	38	39	40
pCIP destab	-11	2	-18	2	1	5	-3	-8
NALP1 yeast inh	10	9	-7	17	-17	-7	6	-4
IDE act	2	-4	2	-5	-12	3	2	3
MEKK2mut PB1 HTS	0	-6	0	3	6	7	-2	3
MEKK2wt PB1 HTS	97	87	101	95	99	108	101	108
SUMO HTRF inh	20	9	7	-9	2	2	12	-13
IDE inh	-1	-5	-1	4	8	2	5	3
M18AAP inhibitor	8	-5	-13	6	-5	2	1	-24
MEKK3 PB1 HTS	99	86	101	92	103	101	95	100

41. O=C(Nc1nc2cc3c(cc2s1)OCCO3)c1cccc(S(=O)(=O)N2CCOCC2)c1
42. COC(=O)c1ccc(N2CCc3ccccc32)c([N+](=O)[O-])c1
43. COc1ccccc1NC(=O)CN(c1ccc(C)cc1)S(=O)(=O)c1c(C)n[nH]c1C
44. Cc1cc(C)c(C#N)c(SCC(=O)C2CC2)n1
45. CNS(=O)(=O)c1cc(C(=O)NCc2ccco2)ccc1Cl
46. COc1ccc(OCC(O)CN(C)C(=O)C(C)Oc2ccccc2)cc1 (stereo unspecified)
47. O=[N+]([O-])c1c(NCCO)cc(N2CCC3(CC2)OCCO3)c2nonc12
48. CSc1nc2cc(S(=O)(=O)N3CCOCC3)ccc2s1

compound no.	41	42	43	44	45	46	47	48
pCIP destab	-7	-12	-7	2	-1	4	-8	-4
NALP1 yeast inh	2	-4	-6	-5	5	13	24	21
IDE act	/	2	5	/	5	1	2	-1
MEKK2mut PB1 HTS	/	1	5	-15	6	-1	-2	0
MEKK2wt PB1 HTS	/	99	104	92	104	100	100	93
SUMO HTRF inh	-1	0	-6	11	-6	1	98	4
IDE inh	/	-2	9	-3	3	1	0	5
M18AAP inhibitor	-3	4	-11	-6	-2	-1	7	-11
MEKK3 PB1 HTS	/	98	99	88	105	103	106	95

Looked up by structure from above:
14. FC(F)(F)c1cccc(N2CCN(c3ccc4nnc(-c5ccccc5)n4n3)CC2)c1
33. O=C(Nc1nnc(S(=O)(=O)N2CCCCC2)s1)c1ccccc1Br
28. COc1cc(NC(=O)c2c(F)cccc2F)c(Cl)cc1Cl
3. Cc1n[nH]c(C)c1CCC(=O)N/N=C/c1cccs1

compound no.	14	33	28	3
pCIP destab	-6	-11	-4	-12
NALP1 yeast inh	19	10	4	-8
IDE act	-3	2	/	/
MEKK2mut PB1 HTS	5	0	-2	0
MEKK2wt PB1 HTS	108	97	98	102
SUMO HTRF inh	-13	20	7	16
IDE inh	-2	-1	-3	3
M18AAP inhibitor	1	8	1	6
MEKK3 PB1 HTS	99	99	99	105

(cont.)
49. Cc1ccc(Cn2nnc3c(=O)[nH]c(C4CCN(C(=O)c5cccs5)CC4)nc32)cc1
50. O=C(CN1C(=O)C2C3CCC(C3)C2C1=O)OCC(=O)c1ccccc1 (stereo unspecified)
51. O=C(O)c1cccc2c1C(=O)N(Cc1ccccc1)C2
52. CCCCNC(=O)N(C)c1nncnc1C(=O)NC
53. O=C(Nc1nc2c(s1)CCCC2)c1ccc2ncsc2c1
54. Cn1c(-c2ccncc2)nc2ccccc21
55. Cc1ccc(-n2ncc3c2CC(C)(C)CC3NC(=O)c2ccncc2)cc1 (stereo unspecified)
56. O=C(COc1ccc([N+](=O)[O-])cc1)Nc1ccc(CN2CCOCC2)cc1

compound no.	49	50	51	52	53	54	55	56
pCIP destab	-15	-7	-8	-13	-16	-5	2	-2
NALP1 yeast inh	-7	14	9	-15	10	14	4	2
IDE act	-6	4	5	2	-1	-4	0	2
MEKK2mut PB1 HTS	3	7	1	0	/	8	5	-3
MEKK2wt PB1 HTS	104	108	101	104	/	103	106	117
SUMO HTRF inh	3	4	14	12	-18	24	13	12
IDE inh	3	-1	-1	0	2	1	1	1
M18AAP inhibitor	4	-2	-2	0	0	2	1	4
MEKK3 PB1 HTS	104	102	100	100	/	102	103	120

57. CN(Cc1cccc2cnccc12)C(=O)c1cc(COc2ccc(F)cc2Cl)on1
58. S=C(NCc1ccc(Cl)cc1)NC12CC3CC(CC(C3)C1)C2
59. O=C(CSc1ccc(-c2ccc(Br)cc2)nn1)NCC1CCCO1 (stereo unspecified)
60. CC(N=C1NS(=O)(=O)c2ccccc21)C(=O)N1CCc2ccccc2C1 (stereo unspecified)
61. Cc1c(Cl)c([N+](=O)[O-])nn1CC(=O)NCc1ccco1
62. O=C(Nc1cc(C(F)(F)F)ccc1F)C1CCCC1

compound no.	57	58	59	60	61	62
pCIP destab	-6	-20	-10	2	-3	-3
NALP1 yeast inh	28	4	3	-15	2	4
IDE act	0	2	1	9	-2	5
MEKK2mut PB1 HTS	-10	42	6	-2	2	4
MEKK2wt PB1 HTS	96	160*	107	92	103	109
SUMO HTRF inh	-4	10	-7	-28	5	6
IDE inh	4	1	1	-5	5	-5
M18AAP inhibitor	-1	-13	2	5	-2	-7
MEKK3 PB1 HTS	95	111	106	97	103	106
